IL2 activator = qHTS of IL-2 Activators; IL-2 activation reporter assay, cell-based qHTS; stimulated with anti-CD3/CD4/CD28 beads; in transgenic mouse T cells; activation, % (series mostly up to about 46 µM); 0.065% of 360,000 active; AID 652025, 2013; in the data active = activation above about 50%; inconclusive = mostly about 30% to 49%; also: 0% is about no effect
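Unstimulated transgenic mouse T cells; 60-min compound exposure; bead-based TCR/CD4/CD28 stimulation; 18 h culture, 37 degrees C; dual fluorescence (EGFP, DsRed) plate cytometry.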
aSyn rescue = qHTS of alpha-syn Inhibitors; Yeast expressing alpha-synuclein, growth rescue, BacTiter-Glo, 24 h; Potency, µM (top dose mostly 46.1 µM), inactives show top-dose growth rescue (activation), hits mostly activators; 0.14% of 370,000 active; AID 652106, 2013; also: potency is read from the fitted curve at half-maximal effect; % of control where 0% means no effect; nearly all actives have a fitted effect of over 65% in size
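Rescue of yeast growth: cells expressing toxic alpha-synuclein, induced in galactose at OD600 0.02, incubated with compound 24 h at 30 C. ATP luminescence quantified growth; inhibitors of toxicity appear as activators.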
Abeta yeast res = qHTS for compounds that reverse cellular toxicity of Amyloid beta (A-beta) peptide in yeast: Primary Screen | Potency, µM (highest dose often 46.1 µM), for the others: top-dose growth rescue, actives largely listed as activators | 0.063% of 410,000 active | yeast expressing A-beta42, growth rescue, OD600, 48 h; response scale: 0% DMSO, 100% iron-clioquinol control; also: potency is read from the fitted curve at half-maximal effect; nearly all actives have a fitted effect of over 55% in size
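Yeast A-beta toxicity model in growth medium with pinned compounds, 48 h at 30 C; growth read as absorbance at 600 nm. Normalized to FeCl3/clioquinol equimolar mix (positive) and DMSO (negative).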
EPAC1 antagonist = qHTS for Antagonist of cAMP-regulated guanine nucleotide exchange factor 3 (EPAC1): primary screen; Potency, µM (doses to about 115 µM), without a hit: at the highest dose activity change, negative = inhibition, actives largely listed as inhibitors; EPAC1 GEF assay, Rap1b-BODIPY-GDP exchange fluorescence; Rap guanine nucleotide exchange factor 3 (Homo sapiens), O95398; 0.14% of 360,000 active;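 also: potency is read from the fitted curve at half-maximal effect; plate controls were vehicle for no effect and positive control for full effect; nearly all actives have a fitted effect of over 50% in size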
PLK1 PBD block = qHTS for Inhibitors of PLK1-PDB (polo-like kinase 1 - polo-box domain): Primary Screen. Serine/threonine-protein kinase PLK1 (Homo sapiens), P53350. Plk1 PBD binding of FITC phosphopeptide, fluorescence polarization. Potency, µM, for inactives: max response, negative = inhibition, actives largely listed as inhibitors. 2.8% of 360,000 active. AID 720504, 2013; also: potency is read from the fitted curve at half-maximal effect; series mostly up to about 57 µM; % is scaled to controls: 0 for no effect and ±100 for the full control effect; nearly all actives have a fitted effect of over 65% in size
Target sequence (P53350 whole entry, looked up, the tested form may be a part): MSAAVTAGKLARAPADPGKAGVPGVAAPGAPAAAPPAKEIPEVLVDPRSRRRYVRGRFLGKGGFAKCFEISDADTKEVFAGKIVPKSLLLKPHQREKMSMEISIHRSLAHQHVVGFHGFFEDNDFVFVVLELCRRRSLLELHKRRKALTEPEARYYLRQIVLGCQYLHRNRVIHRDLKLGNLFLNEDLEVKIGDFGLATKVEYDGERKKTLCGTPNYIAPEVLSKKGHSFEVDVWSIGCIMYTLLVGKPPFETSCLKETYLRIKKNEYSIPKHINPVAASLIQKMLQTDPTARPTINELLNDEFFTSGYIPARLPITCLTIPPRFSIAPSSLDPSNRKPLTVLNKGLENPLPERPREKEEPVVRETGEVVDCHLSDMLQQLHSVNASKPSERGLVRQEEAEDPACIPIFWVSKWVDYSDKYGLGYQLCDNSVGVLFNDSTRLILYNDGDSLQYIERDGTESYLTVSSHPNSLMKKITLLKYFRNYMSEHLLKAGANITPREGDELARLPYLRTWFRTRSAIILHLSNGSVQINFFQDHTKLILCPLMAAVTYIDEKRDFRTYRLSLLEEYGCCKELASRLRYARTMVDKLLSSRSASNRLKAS
WRN inhibitor = qHTS for Inhibitors of WRN Helicase | AID 651768, 2012 | Bifunctional 3'-5' exonuclease/ATP-dependent helicase WRN (Homo sapiens), Q14191 | Potency, µM (series often up to 114 µM), inactives show top-dose activity change, negative = inhibition, hits mostly inhibitors | 0.46% of 360,000 active | WRN helicase unwinding, fluorescent forked duplex, kinetic; also: potency is read from the fitted curve at half-maximal effect; % is scaled to controls: 0 for no effect and ±100 for the full control effect; nearly all actives have a fitted effect of over 55% in size
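Enzyme (20 nM final) and test compound sit together 15 min at room temperature before substrate addition. Substrate is a single-forked duplex oligonucleotide (100 nM) labelled with fluorophore and quencher, with 2 mM ATP; helicase unwinding raises red fluorescence, read kinetically.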
FUS yeast rescue = qHTS for Suppressors of FUS Proteinopathy: Primary screen using FUS-linked yeast assay | S. cerevisiae FUS-expressing, growth rescue, OD600, 24 h | Potency, µM (titrated, usually from 76.6 µM), inactives show at the highest dose growth rescue (activation), most hits filed as activators | 0.24% of 390,000 active | AID 1347120, 2019;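 also: potency is read from the fitted curve at half-maximal effect; plate controls were DMSO vehicle for no effect and reference control for full effect; nearly all actives have a fitted effect of over 55% in size; some results filed as inactive show a strong effect at the top dose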
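Quantitative HTS measuring growth restoration of FUS-toxic yeast. Galactose-induced cells (OD 0.005) were exposed 24hr at 30C to compounds at several concentrations, then absorbance at 600 nm was recorded.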
PI5P4Ka inh = qHTS for Inhibitors of phosphatidylinositol 5-phosphate 4-kinase (PI5P4K) | Phosphatidylinositol 5-phosphate 4-kinase type-2 alpha (Homo sapiens), P48426 | PI5P4Kalpha enzyme, ADP-Glo luminescence, 60 min; active compounds read low | max response, % | 1.2% of 330,000 active | AID 652105, 2013; active = max response of -50% or lower; inconclusive = between -30% and -50%; inactive = -30% or higher; also: value at the top dose of about 77 µM; % is scaled to controls: 0 for no effect and ±100 for the full control effect
Target sequence (P48426 whole entry, looked up): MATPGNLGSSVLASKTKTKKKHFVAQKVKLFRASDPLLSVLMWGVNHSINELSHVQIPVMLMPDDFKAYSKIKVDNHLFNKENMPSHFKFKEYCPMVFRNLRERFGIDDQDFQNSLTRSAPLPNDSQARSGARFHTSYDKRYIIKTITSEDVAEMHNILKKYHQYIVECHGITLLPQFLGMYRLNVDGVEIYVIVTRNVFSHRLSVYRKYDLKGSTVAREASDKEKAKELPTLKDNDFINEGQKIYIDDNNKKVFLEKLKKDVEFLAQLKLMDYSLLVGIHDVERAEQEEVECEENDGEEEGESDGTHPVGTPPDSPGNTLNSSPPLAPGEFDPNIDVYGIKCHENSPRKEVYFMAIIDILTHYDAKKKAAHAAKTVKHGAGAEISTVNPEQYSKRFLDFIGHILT
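Compounds were pin-transferred onto PI5P4Kalpha and substrate in HEPES pH 7.4 buffer with EGTA, CHAPS and 5% DMSO. ATP (5 microM final) started the reaction, which ran 60 minutes at room temperature before ADP-Glo detection.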
EPAC1 agonist = qHTS for Agonist of cAMP-regulated guanine nucleotide exchange factor 3 (EPAC1): primary screen; EPAC1 agonist qHTS, biochemical assay; response scale: 100% = response to 6.5 mM cAMP; Potency, µM (titrated, usually from 154 µM), without a hit: top-dose activation, usual class: activators; 0.073% of 360,000 active; AID 720707, 2013; also: potency is read from the fitted curve at half-maximal effect; nearly all actives have a fitted effect of over 60% in size
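Nucleotide exchange by EPAC1 (100 nM) on Rap1B–BODIPY-GDP (250 nM) in the presence of 50 uM GDP is tracked fluorescently at 480/540 nm over 30 min. Signals are normalized to a 6.5 mM cAMP control.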
* marks the source's active call; other numbers are inactive results; ? = inconclusive; · = no result given; [ ] = dose if it differs, or a comment. Unless noted, calls follow the shape of the dose curve; as a rule, active = well fitted curve in the direction sought with a large enough effect; inconclusive = small, poorly fitted or top-dose-only effect, or another doubt; inactive = no such curve, though single readings can be large; an effect the other way counts as inactive or inconclusive.

SMILES	IL2 activator	aSyn rescue	Abeta yeast res	EPAC1 antagonist	PLK1 PBD block	WRN inhibitor	FUS yeast rescue	PI5P4Ka inh	EPAC1 agonist
Cc1c(N=C2SCC(=O)N2c2c(C)n(C)n(-c3ccccc3)c2=O)c(=O)n(-c2ccccc2)n1C	-1.5	-18%	8%	-14%	-4%	-15%	-3%	·	7%
Cc1cc(C)nc(SCCS(=O)(=O)Cc2ccccc2)n1	-2.4	4%	-3%	13%	-25%	-2%	1%	·	4%
Cc1cc(NS(=O)(=O)c2ccc(NC(=S)NC(=O)c3ccc(F)cc3)cc2)no1	2.3	-7%	2%	-18%	-18%	-15%	6%	-4	2%
CCOC(=O)N1C2=NC(C(=O)OC)=C(C(=O)OC)[C@@H]3N(C)c4ccc(OC)cc4[C@]23C[C@H]1C(=O)OC	-2.2	-8%	0%	24%	2%	0%	4%	3	-24%
O=C(COc1ccccc1)N(Cc1cccc(F)c1)C1CCS(=O)(=O)C1 (configuration not stated)	-0.4	?	-15%	-28%	-11%	5%	-11%	2	-8%
CCCOc1cccc(C(=O)N/N=C/c2coc3ccccc3c2=O)c1	-1.5	4%	-11%	11%	?	1%	19%	-28	15%
CN(CCC#N)C(=O)COC(=O)c1ccc(Cl)cc1O	0.4	6%	1%	4%	-3%	-3%	20%	3	14%
CC(NC(=O)c1cccc(C(F)(F)F)c1)C1CCCO1 (configuration not stated)	-2.3	-2%	5%	8%	1%	5%	-2%	·	4%
O=C(CSc1ccccc1)NNC(=O)c1ccccc1O	-2.6	-4%	-7%	-15%	-26%	8%	-22%	-2	-11%
COc1cc(-c2ccccc2)[nH]c(=S)n1	0.0	-8%	11%	4%	?	6%	-29%	-2	-10%
COc1cccc(NC(=O)c2ccc(Cn3cc([N+](=O)[O-])cn3)o2)c1	-4.0	0%	-17%	-25%	-8%	-26%	·	-7	5%
COc1cc(Nc2ccn3nc(-c4ccccc4Cl)cc3n2)cc(OC)c1OC	0.3	-2%	-16%	-10%	-16%	0%	5%	25	-7%
N=c1c(C(=O)NC2CCCC2)cc2c(=O)n3ccccc3nc2n1Cc1ccccc1	0.1	-1%	1%	-27%	1%	2%	-1%	7	7%
COc1cccc(-c2nn(C)c3sc(C(=O)NCc4ccccn4)cc23)c1	-0.9	2%	-11%	-11%	-13%	2%[57.1 µM]	?	0	14%
O=C(Oc1ccc2c(c1)OCO2)C12CC3CC(CC(C3)C1)C2	-1.2	0%	-3%	-18%	1%	4%	-31%	3	2%
O=C(NCCc1ccccc1)c1ncn[nH]1	2.6	-1%	-10%	0%	-4%	-11%	-8%	·	0%
COc1cc2ccccc2cc1C(=O)O	-1.5	0%	0%	-10%	-2%	-2%	-10%	-3	0%
CCCc1cc(=O)oc2c(CN3CCOCC3)c(O)ccc12	0.1	3%	13%	5%	-1%	5%	-19%	-4	4%
CCc1ccc(CN(C)C(=O)CCc2nnc(CCc3ccccc3OC)o2)nc1	-2.8	7%	-2%	5%	1%	1%	2%	4	-1%
CN(C)S(=O)(=O)c1ccc(C(=O)NCc2nnc(SCC(=O)NCc3ccco3)o2)cc1	-4.1	3%	3%	5%	0%	-16%	·	-5	5%
CC(=O)Nc1ccc(NC(=O)C2CCCCN2S(=O)(=O)c2ccc(C(C)(C)C)cc2)cc1 (configuration not stated)	-0.2	1%	-11%	10%	-2%	-7%	28%	0	4%
CC(=O)Nc1ccc(S(=O)(=O)N(C)CC(=O)OCC(=O)N2CCCC2=O)cc1	-0.1	-2%	-18%	1%	0%	-21%	0%	1	10%
CCCCCCC(=O)N1C/C=C\C(c2ccc(OC)cc2)N(Cc2ccc(F)cc2)C(=O)C1 (configuration not stated)	-0.6	8%	-2%	-22%	-3%	0%	?	-1	0%
COC(=O)C1(C)NC(c2ccccc2OC)C2C(=O)N(c3ccccc3)C(=O)C21 (configuration not stated)	-0.8	-2%	17%	-8%	-10%	11%	-25%	-3	-1%
Cc1cc(C=O)c(C)n1-c1ccc(N2CCOCC2)c([N+](=O)[O-])c1	-3.2	-2%	-10%	13%	-11%	10%	19%	-3	-1%

Continued:
SMILES	IL2 activator	aSyn rescue	Abeta yeast res	EPAC1 antagonist	PLK1 PBD block	WRN inhibitor	FUS yeast rescue	PI5P4Ka inh	EPAC1 agonist
CCN(CC)CCCN(C(=O)c1cccs1)c1nc(-c2ccc(OC)cc2)cs1	0.1	6%	18%	-12%	-4%	-8%	22%	·	0%
COc1cccc(NC(=O)CCN2CCN(c3ccccc3F)CC2)c1	0.3	5%	12%	-2%	1%	2%	-3%	1	2%
COc1ccc(Nc2nc(NCc3ccco3)nc(N/N=C/c3ccccc3F)n2)cc1	-3.9	-33%[inhibitor]	-14%	-8%	-3%	-15%	·	-18	9%
COC(=O)[C@@]1(Cc2ccc(OC)cc2)[C@H]2c3cc(C(=O)N4CCCC4)n(Cc4cc(C)n(C)n4)c3C[C@H]2CN1C(=O)c1ccccc1	-0.8	-3%	-6%	-10%	1%	-2%	?	0	12%
CCCSc1ccc([C@H]2N[C@@](Cc3ccccc3)(C(=O)OC)[C@H]3C(=O)N(C)C(=O)[C@@H]23)cc1	-0.6	2%	27%	-8%	2%	4%	33%	0	3%
CNC(=S)N(Cc1cc2cc(C)ccc2n2nnnc12)CC(C)(C)CN(C)C	-0.2	8%	7%	12%	1%	5%	4%	-2	-3%
CCN(CC(=O)Nc1c(F)cccc1F)C(=O)c1ccc(N2C(=O)c3ccccc3C2=O)cc1	-0.3	2%	1%	0%	1%	-4%	12%	0	?
O=C(CCCCCn1c(=S)[nH]c2ccccc2c1=O)NCc1ccc2c(c1)OCO2	-1.3	1%	-7%	-6%	-11%	-7%	10%	-10	-3%
CCCNC(=O)C1(C)CCN1C(=O)Cc1ccc(C(C)(C)C)cc1 (configuration not stated)	1.2	1%	0%	-3%	-3%	3%	16%	-3	0%
CSc1ccccc1NC(=O)Nc1cccc(Cl)c1	-0.7	0%	4%	-9%	-6%	-10%	-7%	·	20%
CC(C)C(NC(=O)c1c(F)cccc1F)C(=O)OCN1C(=O)c2ccccc2C1=O (configuration not stated)	2.7	2%	-32%[inhibitor]	4%	1%	-3%	·	0	0%
O=c1[nH]ncc(N/N=C\c2ccc(O)cc2O)c1Cl	-1.2	-1%	-14%	34%[activator]	-9%	-24%	38%	?	-17%
CCN1C(=NCCc2ccc(Br)cc2)N[C@@H](c2ccccc2)[C@H](C(=O)OC)[C@H]1C	-0.5	-1%	-7%	4%	-2%	1%	2%	-4	-9%
CCC(=O)c1ccc(OCC(=O)OCC(=O)c2cc(C)n(C)c2C)cc1	1.6	2%	0%	1%	1%	-7%	·	0	8%
CCOC(=O)[C@]12CCCC=C1N(CCc1ccc(OC)c(OC)c1)C(=O)[C@H](CC(=O)N1CCN(C(=O)C3CC3)CC1)C2	0.6	0%	1%	7%	-4%	-1%	24%	2	-10%
CCn1c(=O)c2ccccc2n(Cc2ccc([N+](=O)[O-])cc2)c1=O	-0.9	8%	20%	-21%	2%	-2%	26%	3	2%
CC(=O)Oc1ccc(N(C(C)=O)S(=O)(=O)c2ccc(C)cc2)c2ccccc12	-1.5	-2%	5%	-16%	-8%	-12%	?	-6	12%
CCOC(=O)CSc1nnc(-c2cccc(Cl)c2)n1CC	-1.3	0%	-2%	3%	-7%	-4%	5%	1	2%
CN(C)C(CNC(=O)c1ccc(C2SCCS2)cc1)c1ccccc1 (configuration not stated)	1.6	1%	9%	-9%	0%	-6%	7%	2	13%
O=[N+]([O-])c1ccccc1N(S(=O)(=O)c1ccccc1)S(=O)(=O)c1ccccc1	-0.7	-8%	3%	-6%	-5%	-23%	6%	-3	8%
COc1cccc2c(Cl)c(CC=C(Cl)Cl)c(C)nc12	0.4	-18%	-1%	-25%	-9%	-13%	9%	17	-11%
Cc1nc2c(C#N)cnn2c2c1CCN2CC1CCCO1 (configuration not stated)	0.8	1%	-1%	?	-4%	0%	5%	-1	-2%
COc1cc(Cl)ccc1OCc1cc(C(=O)N(C)C2CC(C)(C)NC(C)(C)C2)no1	-1.0	-1%	1%	2%	0%	-11%	·	-9	-1%
N#CC1=C(C2CC2)CC(c2ccccc2)C(C#N)=C1N (configuration not stated)	-2.2	-2%	-18%	-9%	-24%	3%[57.1 µM]	30%	-3	-2%
C1CN=C(NC23CC4CC(CC(C4)C2)C3)C1	0.4	-1%	1%	8%	30µM*	-4%	10%	-6	4%
Cc1cc(NS(=O)(=O)c2ccc(NC(=O)CCN3C(=O)c4ccccc4C3=O)cc2)no1	1.7	-2%	23%	2%	-28%	-9%	26%	·	-1%
CCN(CC)C(=O)CSc1nc(-c2cccs2)cc(-c2cccs2)c1C#N	-1.8	-4%	-1%	-12%	12µM*	-6%	21%	-30	1%
CC(=O)Nc1ccc(C2(c3ccc(NC(C)=O)cc3)NC(=O)c3ccccc32)cc1	-0.3	1%	-2%	0%	-12%	-26%	32%	-8	10%

As entered above:
Reading for CCC(=O)c1ccc(OCC(=O)OCC(=O)c2cc(C)n(C)c2C)cc1 in PI5P4Ka inh: 0
Reading for O=C(CCCCCn1c(=S)[nH]c2ccccc2c1=O)NCc1ccc2c(c1)OCO2 in Abeta yeast res: -7%
